From PubChem
TSG101-PTAP inh – TSG101-PTAP interaction inhibition, HIV-1 budding. Fluorescence polarization, FITC-PTAP peptide/Tsg101, 20 min. Q99816. 44,000 tested, under 10 active. AID 1347069. Potency, µM (series often up to 115 µM), for inactives: at the top dose activity change, negative = inhibition, usual class: inhibitors; further: potency means the concentration at half of the fitted maximal effect; 0% is about no effect
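Steps: Tsg101 binding domain (10 uM final) in HEPES pH 7.5/NaCl/Tween 20/EDTA/TCEP; add compound; add FITC-PTAP peptide (50 nM final); incubate 20 min r.t.; read polarization.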
FH mod – Identification of activators of human fumarate hydratase by quantitative high-throughput screening; Fumarate hydratase, mitochondrial (Homo sapiens), P07954; FH coupled MDH/diaphorase resazurin fluorescence, 15 min; Potency, µM (highest dose often 79.9 µM), for inactives: top-dose activity change, negative = inhibition, usual class: inhibitors; 54,000 compounds, 0.22% hits; AID 1347055, 2019; further: potency means the concentration at half of the fitted maximal effect; on the % scale 0 is the no-effect control and ±100 the full control effect; the screen sought activators but most active calls are inhibition curves; nearly all actives have a fitted effect of over 45% in size
Target sequence (P07954 whole entry, looked up): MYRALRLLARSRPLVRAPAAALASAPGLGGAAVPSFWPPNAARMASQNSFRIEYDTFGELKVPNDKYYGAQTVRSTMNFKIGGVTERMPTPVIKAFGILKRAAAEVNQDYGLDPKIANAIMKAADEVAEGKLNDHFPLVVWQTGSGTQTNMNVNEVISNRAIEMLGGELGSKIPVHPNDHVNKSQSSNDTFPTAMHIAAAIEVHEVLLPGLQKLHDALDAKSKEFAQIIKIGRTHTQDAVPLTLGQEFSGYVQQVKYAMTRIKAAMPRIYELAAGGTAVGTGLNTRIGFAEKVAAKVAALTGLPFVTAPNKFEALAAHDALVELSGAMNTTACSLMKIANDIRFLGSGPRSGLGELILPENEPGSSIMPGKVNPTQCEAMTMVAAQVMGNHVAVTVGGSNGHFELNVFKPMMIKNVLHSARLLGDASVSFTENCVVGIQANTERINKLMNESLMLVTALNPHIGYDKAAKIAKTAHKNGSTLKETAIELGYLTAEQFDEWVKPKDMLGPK
GALK inh – inhibits human galactokinase; recombinant GALK, Kinase-Glo ATP luminescence, 1 h; Potency, µM (series often up to 57.5 µM), for inactives: at the top dose activity, negative = inhibition, usual class: inhibitors; 44,000 tested, under 10 active;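 further: plate controls were full GALK reaction for no effect and reaction lacking GALK for full effect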
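Luminescent ATP-depletion readout (Kinase-Glo Plus) after 1 h room-temperature incubation of human GALK (5 nM) with galactose 100 µM and ATP 35 µM, pH 8.0 HEPES/Mg2+ buffer; compounds tested in qHTS format.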
NTMT1 inh – inhibitors of human N-terminal methyltransferase NTMT1; AID 1645870; NTMT1 MTase-Glo SAH luminescence, purified enzyme; Potency, µM (highest dose often 114 µM), for inactives: top-dose activity change, negative = inhibition, usual class: inhibitors; Q9BV86; 59,000 compounds, 2.5% hits;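 further: potency means the concentration at half of the fitted maximal effect; plate controls were DMSO vehicle for no effect and no enzyme for full effect; nearly all actives have a fitted effect of over 65% in size; many of its hits are not listed in these tables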
p53null 39C kill – p53 null cell cytotoxicity, nonpermissive temperature; H1299 p53-null (neo) cells, 39C, ATPlite viability, 24 h; Potency, µM (top dose mostly 46.1 µM), for inactives: at the highest dose activity, negative = cell killing, usual class: cytotoxic; 55,000 compounds, 0.97% hits; AID 904;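 further: potency means the concentration at half of the fitted maximal effect; 0% = DMSO only and -100% = full killing by 100 µM tamoxifen; nearly all actives have a fitted effect of over 50% in size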
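Concentration-response (up to 46 uM) was run for 24 h at the nonpermissive 39C on H1299-p53A138V or H1299-neo cells. ATP content was measured with ATPlite luminescence. AC50 values were Hill-modeled after normalizing between DMSO and 100 uM tamoxifen killing.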
p53null 32C kill – selectivity test: cytotoxicity in p53 null cells, permissive temperature; AID 903; 55,000 compounds, 0.62% hits; H1299-neo p53 null cells, ATP luminescence, 24 h, 32C; Potency, µM (top dose mostly 46.1 µM), without a hit: top-dose activity change, negative = cytotoxicity, usual class: cytotoxic;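 further: potency means the concentration at half of the fitted maximal effect; 0% = DMSO only and -100% = full killing by 100 µM tamoxifen; nearly all actives have a fitted effect of over 55% in size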
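We seeded p53-null H1299-neo cells, incubated them overnight at 37C, and added compounds across a range up to 46 uM. After 24 hours at 32C, ATP reagent was applied for 20 min at room temperature and luminescence recorded.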
B2AR arrestin ag – ADRB2 beta-arrestin recruitment. P07550. HTLA Tango cells, beta-arrestin recruitment, luciferase luminescence, 18 h. 44,000 tested, under 10 active. AID 1347077. Potency, µM (titrated, usually from 46.1 µM), inactives show at the highest dose activation, hits mostly activators;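 further: potency means the concentration at half of the fitted maximal effect; 0% = DMSO and full agonism = EC100 isoproterenol or metaproterenol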
Target sequence (P07550 whole entry, looked up): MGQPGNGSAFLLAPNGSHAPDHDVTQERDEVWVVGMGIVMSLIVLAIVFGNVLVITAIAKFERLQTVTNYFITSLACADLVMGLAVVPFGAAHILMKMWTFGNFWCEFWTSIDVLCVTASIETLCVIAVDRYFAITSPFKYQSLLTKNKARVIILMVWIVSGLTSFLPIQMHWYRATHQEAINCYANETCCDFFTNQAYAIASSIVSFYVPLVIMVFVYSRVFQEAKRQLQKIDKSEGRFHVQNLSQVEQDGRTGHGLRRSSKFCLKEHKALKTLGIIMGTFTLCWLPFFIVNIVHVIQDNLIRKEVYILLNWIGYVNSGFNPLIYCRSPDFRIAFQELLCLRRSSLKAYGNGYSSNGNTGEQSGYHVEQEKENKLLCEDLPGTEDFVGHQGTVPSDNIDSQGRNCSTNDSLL
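Ligand-induced beta-arrestin recruitment to recombinant beta2-AR is measured via a tTA-driven luciferase reporter in Tango cells after 18 hr compound exposure at 37 degrees C. Concentrations span up to 46 microM.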
* hit, by the source's call; ? = inconclusive; . = not tested or not shown; [ ] = dose if it differs, or a comment. The call rests on the fitted dose curve; in most records, active means well fitted curve in the direction sought with a large enough effect; inconclusive means small, poorly fitted or top-dose-only effect, or another doubt; inactive means no such curve, though single readings can be large; an effect the other way counts as inactive or inconclusive. The list is partial; count on the stated rates, not on these rows.

Values run as follows: TSG101-PTAP inh	FH mod	GALK inh	NTMT1 inh	p53null 39C kill	p53null 32C kill	B2AR arrestin ag
> CCOc1ccc(N2CC(C)Cn3c2nc2c3c(=O)n(CC(=O)O)c(=O)n2C)cc1 (stereo unspecified)
 : 0%	-4%	3%	14%	-1%	-10%	1%
> CCOC(=O)c1ccccc1NC(=O)c1nn(-c2ccc(C)cc2)c(=O)n(C)c1=O
 : 7%	-19%	5%	?	24%	-4%	2%
> CC(C)c1ccc(NC(=O)C(C)N(c2ccccc2)S(C)(=O)=O)cc1 (stereo unspecified)
 : -7%	-2%	0%	-6%	22%	5%	-2%
> O=C(CN1C(=O)CCn2nc(-c3ccccc3)cc21)NCc1ccccc1
 : 2%	-12%	2%	?	-24%	-3%	0%
> COc1cc(-c2nnc(SCC(=O)Nc3ccc(F)c(Cl)c3)o2)cc(OC)c1OC
 : -3%	.	3%	.	?	3%	-1%
> CC(C)Oc1ccc(CNC(=O)Cn2c(=O)oc3ccccc32)cc1
 : -2%	.	-1%	.	11%	-10%	-2%
> CCOc1ccc(NC(=O)c2cc3c(=O)n4cccc(C)c4nc3s2)cc1
 : 1%	2%	-5%	11%	-4%	6%	1%
> CCc1nn(C(C)C(=O)N2CCN(c3ccccc3)CC2)c(=O)c2cc3occc3n12 (stereo unspecified)
 : 0%	-20%	-2%	-20%	?	16%	-3%
> COc1ccccc1OCC(=O)NCC(c1ccc(Cl)cc1)N1CCCCC1 (stereo unspecified)
 : 0%	?	-12%	4%	-3%	4%	-4%
> CC(C)(C)NC(=O)c1ccc2nc(CCc3ccccc3)oc2c1
 : -2%	-1%	3%	-6%	-5%	-5%	1%
> CN(C)S(=O)(=O)N(CC(=O)Nc1ccc(Br)cc1F)c1ccccc1
 : -3%	?	1%	3%	4%	-3%	1%
> Cc1ccc(-c2noc(CN(C(=O)COc3cc(C)cc(C)c3C)C(C)C)n2)cc1
 : -4%	-18%	10%	0%	-13%	0%	1%
> CCOc1cc(C2c3c(oc4ccccc4c3=O)C(=O)N2c2ccccn2)ccc1O (stereo unspecified)
 : 0%	-17%	2%	?	-9%	2%	-2%
> Cc1ccccc1OCC(=O)Nc1ccc(-c2nc3cc(Cl)cc(Cl)c3o2)cc1
 : 5%	-11%	0%	-22%	20%	-1%	1%
> COC(=O)c1ccc(NC(=O)CN(c2cccc(C(F)(F)F)c2)S(C)(=O)=O)cc1
 : -9%	-16%	-4%	-5%	-16%	21%	-1%
> COCCNC(=O)c1cc2n(n1)CCCN(Cc1ccc(C)cc1)C2=O
 : -9%	7%	-2%	14%	3%	-7%	0%
> CCc1ccc(NC(=O)c2cc(C)nn2-c2ccccc2)cc1
 : -5%	-14%	-1%	25%	-2%	2%	-2%
> COc1ccc(OC)c(S(=O)(=O)NCc2cccn2Cc2cccc(C)c2)c1
 : -1%	-17%	0%	5%	-4%	12%	0%
> COc1cccc(N(CC(=O)N2CCC(C)CC2)S(=O)(=O)c2ccc(C)cc2)c1
 : -4%	-27%	0%	-7%	2%	9%	1%
> O=C(CCn1c(=O)c2sccc2n(Cc2ccc(F)cc2Cl)c1=O)NCc1ccc2c(c1)OCO2
 : 1%	1%	5%	12%	-19%	3%	1%
> Cc1nnc2c3ccccc3nc(Nc3ccc(F)cc3Cl)n12
 : -1%	-4%	-3%	6%	2%	-1%	2%
> CC(=O)N1CCN(c2nc3c(C)ccc(Cl)c3s2)CC1
 : 1%	21%	-2%	-5%	?	0%	-4%
> Fc1ccc(N2CCN(c3nc4ccccc4c4nc(-c5cccnc5)nn34)CC2)cc1
 : -3%	-5%	8%	-5%	1%	-3%	1%
> Cc1ccc(OCCSc2nnc(-c3cccs3)o2)cc1
 : -10%	-14%	6%	-6%	-8%	-8%	-4%
> O=C(CNS(=O)(=O)c1cccs1)N1CCN(c2ccccc2F)CC1
 : 0%	0%	2%	-23%	-5%	4%	1%
> Cc1c(C(=O)NCc2ccccc2)oc2ccc(S(=O)(=O)N3CCC(C)CC3)cc12
 : -1%	-14%	3%	7%	-7%	-11%	-1%
> Cc1ccc(Cn2cc(CCC(=O)NCc3ccc(OC(C)C)cc3)c3ccccc32)cc1
 : 0%	-11%	2%	3%	-21%	11%	0%
> COc1cc2c(=O)n(CCC(=O)NCC3CCCO3)c(=O)n(CC(=O)Nc3ccc(C)cc3C)c2cc1OC (stereo unspecified)
 : 2%	9%	5%	1%	-10%	1%	1%
> CCOc1ccc(-n2c(=O)c3c(C)c(C)sc3n(CC(=O)NCCc3ccccc3)c2=O)cc1
 : 1%	30%	3%	15%	-12%	9%	1%
> O=C(CSc1nnc(CNC(=O)c2cccc(F)c2)n1-c1ccccc1)Nc1ccccc1F
 : -4%	18%	0%	0%	0%	-3%	1%

The closing two compounds of the section before lead into the next.
Values run as follows: TSG101-PTAP inh	FH mod	GALK inh	NTMT1 inh	p53null 39C kill	p53null 32C kill	B2AR arrestin ag
> CCOc1ccc(-n2c(=O)c3c(C)c(C)sc3n(CC(=O)NCCc3ccccc3)c2=O)cc1
 : 1%	30%	3%	15%	-12%	9%	1%
> O=C(CSc1nnc(CNC(=O)c2cccc(F)c2)n1-c1ccccc1)Nc1ccccc1F
 : -4%	18%	0%	0%	0%	-3%	1%
> CCn1c(CC2C(=O)Nc3ccccc32)nc2ccccc2c1=O (stereo unspecified)
 : -5%	2%	?	-13%	-17%	8%	-1%
> CC(C)(C)c1ccc(Oc2ccc(NC(=O)CCC(=O)OCC(=O)c3ccccc3)cc2)cc1
 : -10%	-8%	?	3%	-11%	-10%	-1%
> CC(C)(C)c1ccc(S(=O)(=O)N2CCC(Oc3ccc(-n4cnnn4)cc3)CC2)cc1
 : -1%	-12%	-2%	-7%	-15%	1%	-2%
> O=C1CC(c2nnc(Cc3ccc(F)cc3)o2)CN1c1ccccc1 (stereo unspecified)
 : 4%	8%	0%	-2%	10%	-4%	0%
> COc1ccccc1-c1noc(-c2ccc(NC(C)C)c([N+](=O)[O-])c2)n1
 : 1%	-16%	3%	0%	-3%	-13%	-1%
> COc1ccc(OCC(=O)NCCS(=O)(=O)N2CCN(c3cccc(Cl)c3)CC2)cc1
 : 2%	11%	-2%	-4%	?	-3%	0%
> CCc1nonc1NC(=O)c1oc2ccc(Cl)cc2c1C
 : -2%	3%	-2%	-11%	-11%	-4%	-1%
> Cc1ccc(CCNC(=O)CCc2cn(Cc3ccccc3C)c3ccccc23)cc1
 : 0%	-24%	3%	1%	?	11%	-1%
> CCc1cc(C(=O)Nc2c(C)nn(Cc3ccc(C)cc3)c2C)no1
 : 4%	6%	0%	12%	11%	12%	1%
> c1ccc(OCCn2c(COc3ccccc3)nc3ccccc32)cc1
 : 2%	?	-4%	8%	19%	33%[activator]	0%
> CSc1cccc(NC(=O)Nc2ccccc2OCc2cc(=O)n3cc(C)ccc3n2)c1
 : 1%	-15%	1%	-10%	-45%	?	0%
> COC(=O)C1=C(c2ccccc2)c2ccccc2S(=O)(=O)N1CC(=O)Nc1cccc(C(C)=O)c1
 : -1%	?	-1%	79µM*	-2%	14%	-1%
> COc1cccc(N2CCN(S(=O)(=O)c3cc(Br)cc4c3N(C(=O)C3CC3)CC4)CC2)c1
 : 1%	-6%	0%	19%	-23%	8%	0%
> COc1ccc(S(=O)(=O)NCCc2cc3ccc(C)c(C)c3[nH]c2=O)cc1
 : -5%	-6%	1%	-3%	3%	-2%	0%
> COc1ccc(C(=O)Nc2nnc(SCc3cc(=O)n4cccc(C)c4n3)s2)cc1
 : 1%	-12%	3%	7%	-2%	-18%	1%
> COc1ccc(Nc2cc(C)c3cc(NC(=O)c4cc(OC)cc(OC)c4)ccc3n2)cc1
 : -1%	?	-7%	0%	-17%	-3%	0%
> COc1cccc(CNC(=O)CN2C(=O)CCCc3ccccc32)c1OC
 : -8%	-10%	0%	1%	-15%	4%	1%
> COc1cccc(/C=C/c2onc(C)c2S(=O)(=O)N2CCC(C(=O)N3CCC(C)CC3)CC2)c1
 : -2%	-11%	1%	17%	-1%	26%	-2%
> Cc1cccc(NC(=O)N2CCC(CN3CCOCC3)CC2)c1C
 : 3%	-16%	1%	11%	-9%	1%	1%
> CCOc1ccc(-c2cc(C(=O)NCCCOC)c3c(-c4ccc(CC)cc4)[nH]nc3n2)cc1
 : -2%	12%	-2%	-1%	-16%	0%	0%
> COc1ccc(OC)c(NC(=O)c2c(NCc3ccc(OC)c(OC)c3)sc3c2CCC(C)C3)c1 (stereo unspecified)
 : -1%	-15%	1%	?	20%	-3%	3%
> Cc1cc(C)cc(NC(=O)c2cc(S(=O)(=O)N3CCCCCC3)cn2C)c1
 : -2%	-3%	1%	13%	-3%	0%	1%
> COc1ccc(-n2nc3ccc(NC(=O)c4cccc(OCCC(C)C)c4)cc3n2)cc1
 : 1%	-26%	2%	?	-19%	-24%	1%
> Cc1cc(C)n2nc(CNC(=O)c3c(F)cccc3F)nc2n1
 : -1%	2%	1%	0%	7%	-1%	-3%
> N#Cc1nc(-c2ccc(COc3ccccc3)o2)oc1NCc1ccccc1
 : 8%	-17%	6%	-3%	?	-7%	-4%
> O=C(NCC(c1cccnc1)N1CCc2ccccc21)c1ccccc1Br (stereo unspecified)
 : 2%	-6%	-1%	-4%	-14%	-1%	0%
> Nc1c(-c2nc(-c3ccc(Cl)cc3)cs2)c2ccccn2c1C(=O)c1ccc2c(c1)OCO2
 : 2%	10%	0%	7%	-13%	0%	-4%
> CCOC(=O)c1ccc(NC(=O)c2ccc(=O)n(Cc3cccc(C)c3)c2)cc1
 : -1%	1%	2%	-3%	16%	1%	0%
> CCOc1ccc(/C=C/C(=O)Nc2sc3c(c2C(=O)OC)CCC3)cc1
 : 1%	-11%	0%	6%	-11%	0%	0%
> Cc1ccc(N2CC(NC(=O)Cc3ccc(F)cc3)CC2=O)cc1C (stereo unspecified)
 : 1%	11%	0%	14%	-2%	0%	0%
> COc1ccccc1CNC(=O)c1c(O)nc2c(C)cccn2c1=O
 : -9%	-6%	-6%	8%	-8%	1%	5%
> CCC1CN(S(=O)(=O)c2cc(-c3cc(C)no3)ccc2OC)c2cc(Cl)ccc2O1 (stereo unspecified)
 : -2%	-15%	3%	10%	3%	3%	-1%
> CCOC(=O)c1ccc(NC(=O)CSc2nc3ccccc3c(=O)n2CCC(=O)NC2CCCCC2)cc1
 : -3%	-4%	3%	11%	4%	-3%	-4%

Complete entries, looked up by structure. Order of screens: TSG101-PTAP inh, FH mod, GALK inh, NTMT1 inh, p53null 39C kill, p53null 32C kill, B2AR arrestin ag
Profile of COc1ccc(S(=O)(=O)NCCc2cc3ccc(C)c(C)c3[nH]c2=O)cc1 = -5%, -6%, 1%, -3%, 3%, -2%, 0%
Profile of COc1ccc(-n2nc3ccc(NC(=O)c4cccc(OCCC(C)C)c4)cc3n2)cc1 = 1%, -26%, 2%, ?, -19%, -24%, 1%
